PTHR1 agonist: PTHR1 (human) receptor agonism | HEK293 GP2 PTHR1 cells, GloSensor cAMP luminescence, 1 h | Potency, µM (titrated, usually from 115 µM), for the others: at the highest dose activation, usual class: activators | actives 0.075% (n = 410,000) | AID 743266; also: potency is read from the fitted curve at half-maximal effect; nearly all actives have a fitted effect of over 55% in size; some results filed as inactive show a strong effect at the top dose; inactives centre near -15; many of its hits are not listed in these tables
Target sequence (Q03431 whole entry, looked up): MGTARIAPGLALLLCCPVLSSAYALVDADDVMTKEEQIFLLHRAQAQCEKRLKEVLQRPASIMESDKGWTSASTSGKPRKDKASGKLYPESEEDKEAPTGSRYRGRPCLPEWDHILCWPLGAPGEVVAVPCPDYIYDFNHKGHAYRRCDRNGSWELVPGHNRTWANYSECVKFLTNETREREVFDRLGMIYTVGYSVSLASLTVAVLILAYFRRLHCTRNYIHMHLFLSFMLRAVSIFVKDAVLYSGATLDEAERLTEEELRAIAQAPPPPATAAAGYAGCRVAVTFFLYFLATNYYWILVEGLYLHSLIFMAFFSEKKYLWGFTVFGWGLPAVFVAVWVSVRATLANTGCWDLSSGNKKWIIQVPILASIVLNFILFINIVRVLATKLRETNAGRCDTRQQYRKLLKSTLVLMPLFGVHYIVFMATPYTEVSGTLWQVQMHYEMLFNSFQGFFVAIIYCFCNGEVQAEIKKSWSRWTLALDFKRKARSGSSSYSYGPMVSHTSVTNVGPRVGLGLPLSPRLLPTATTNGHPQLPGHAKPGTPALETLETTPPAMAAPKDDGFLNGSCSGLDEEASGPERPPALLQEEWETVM
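HEK-293-derived GP2 cells expressing PTHR1 and a GloSensor cAMP reporter, 3,000/well, plated overnight, given luciferin plus IBMX (each 0.5 mM as added) for 1 h at 37 °C, then compound for 1 h at 37 °C. Luminescence was read after 15 min at room temperature.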
GLP-1R inv ag: GLP-1 receptor (human) inverse agonism; HEK293 GLP-1R CRE-luciferase, luminescence, 24 h; GLP-1R form is constitutively active; P43220; Potency, µM (top dose mostly 38.3 µM), without a hit: at the top dose activity change, negative = inhibition, most hits filed as inhibitors; actives 1.6% (n = 410,000); AID 624417; also: potency is read from the fitted curve at half-maximal effect; % is scaled to controls: 0 for no effect and ±100 for the full control effect; nearly all actives have a fitted effect of over 55% in size
Target sequence (P43220 whole entry, looked up): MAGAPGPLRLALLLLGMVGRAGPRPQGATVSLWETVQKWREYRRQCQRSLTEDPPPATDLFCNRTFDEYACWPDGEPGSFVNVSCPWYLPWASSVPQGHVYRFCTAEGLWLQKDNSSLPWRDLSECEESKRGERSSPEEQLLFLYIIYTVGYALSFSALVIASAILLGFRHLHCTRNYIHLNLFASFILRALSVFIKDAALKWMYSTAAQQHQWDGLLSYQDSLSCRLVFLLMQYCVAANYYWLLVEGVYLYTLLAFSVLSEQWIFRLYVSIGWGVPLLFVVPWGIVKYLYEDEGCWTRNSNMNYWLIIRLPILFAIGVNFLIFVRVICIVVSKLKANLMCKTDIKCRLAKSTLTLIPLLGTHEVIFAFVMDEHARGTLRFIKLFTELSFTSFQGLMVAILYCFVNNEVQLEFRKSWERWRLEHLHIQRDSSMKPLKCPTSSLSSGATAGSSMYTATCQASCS
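GLP-1R inverse agonism mode: basal reporter luminescence in engineered HEK293 cells measured after one day of compound exposure at 37 deg C, with a 12 min room-temperature detection step.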
HEK293 tox: cytotoxicity in counter-screen for GLP-1R inverse agonists | actives 0.13% (n = 410,000) | HEK293 cAMP-luciferase reporter cells, luminescence, 24 h | Potency, µM (titrated, usually from 38.3 µM), without a hit: at the highest dose activity change, negative = inhibition, most hits filed as inhibitors | AID 624418;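 also: loss of luciferase light is scored as toxicity; potency is read from the fitted curve at half-maximal effect; % is scaled to controls: 0 for no effect and ±100 for the full control effect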
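Seeding density was 200 cells/uL; after overnight-length (12 h) culture, 23 nL compounds went on for 24 h at 37 °C. Readout used a luciferase detection reagent, luminescence taken after 12 min at room temperature.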
TDP43 rescue: rescues yeast growth from TDP-43 toxicity; actives 1.8% (n = 410,000); Potency, µM (highest dose often 46.1 µM), without a hit: top-dose growth rescue (activation), most hits filed as activators; TDP-43 expressing yeast growth rescue, BacTiter-Glo, 24 h; also: potency is read from the fitted curve at half-maximal effect; % of control where 0% means no effect; nearly all actives have a fitted effect of over 50% in size
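Luminescence from BacTiter-Glo reports growth of TDP-43-expressing yeast after 24 hr at 30 deg C with compound. Cells were raffinose-pregrown to mid-log, then seeded in galactose medium at OD600=0.02.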
Akt phos inh: Akt phosphorylation inhibition; Neuro2A IGF-stimulated pAkt S473 HTRF, 20 min; hits give low values; activity change, % for hits at 50 µM; actives 0.32% (n = 360,000); AID 651550; in the data active = activity change below about -80%; inconclusive = mostly about -51% to -80%; also: % is scaled to controls: 0 for no effect and ±100 for the full control effect
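Neuro2A cells in DMEM with 0.5% FBS, overnight at 37 deg C, given compound at single 50 µM final, then IGF (6 nM final) for 20 min at 37 deg C. Lysed; phospho-Akt Ser473 by HTRF after 24 h, 665/615 ratio.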
aSyn yeast inh: inhibitors of alpha-synuclein toxicity in yeast; Yeast expressing alpha-synuclein, growth rescue, BacTiter-Glo, 24 h; actives 0.14% (n = 370,000); Potency, µM (top dose mostly 46.1 µM), inactives show at the highest dose growth rescue (activation), actives largely listed as activators; also: potency is read from the fitted curve at half-maximal effect; % of control where 0% means no effect; nearly all actives have a fitted effect of over 65% in size
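Galactose-induced alpha-syn yeast (OD600=0.02, raffinose-pregrown) + pinned cpd, 24 hr, 30 deg C; growth by BacTiter-Glo luminescence. Growth restoration scores as activation.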
MmCpn inh: blocks the Methanococcus maripaludis chaperonin Mm-Cpn; purified Mm-Cpn ATPase, ADP Transcreener TR-FRET; Potency, µM (top dose mostly 76.9 µM), without a hit: top-dose activity, negative = inhibition, most hits filed as inhibitors; actives 0.031% (n = 330,000); AID 504842; also: potency is read from the fitted curve at half-maximal effect; % is scaled to controls: 0 for no effect and ±100 for the full control effect; nearly all actives have a fitted effect of over 80% in size
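Purified archaeal Mm-CPN (25nM final) preincubated 10 min at 37degC with compound, then 10uM ATP for 30 min at 37degC; ADP measured by HTRF Transcreener TR-FRET; buffer 30 mM TRIS pH 7.4, 100mM KCl, 5mM MgCl2, 1mM DTT.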
FUS suppressor: rescues growth of FUS-expressing yeast | S. cerevisiae FUS-expressing, growth rescue, OD600, 24 h | Potency, µM (highest dose often 76.6 µM), without a hit: at the highest dose growth rescue (activation), hits mostly activators | actives 0.24% (n = 390,000) | AID 1347120;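 also: potency is read from the fitted curve at half-maximal effect; plate controls were DMSO vehicle for no effect and reference control for full effect; nearly all actives have a fitted effect of over 55% in size; some results filed as inactive show a strong effect at the top dose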
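Read-out: OD at 600 nm after 24hr at 30C, reporting rescue of FUS-induced yeast toxicity. Cells at OD 0.005 in galactose (2%) minimal medium; compounds tested in a dilution series; CP55940 titration from 92uM final as control.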
Abeta rescue: compounds reversing amyloid beta toxicity in yeast; AID 1347071; Potency, µM (doses to about 46.1 µM), inactives show at the top dose growth rescue, actives largely listed as activators; actives 0.063% (n = 410,000); yeast expressing A-beta42, growth rescue, OD600, 48 h; response scale: 0% DMSO, 100% iron-clioquinol control; also: potency is read from the fitted curve at half-maximal effect; nearly all actives have a fitted effect of over 55% in size
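Yeast growth medium received pinned compounds, then yeast cells expressing toxic A-beta were added; plates incubated at 30 C for 48 hr. Growth read as absorbance at 600 nm, normalized to DMSO and equimolar FeCl3 plus clioquinol controls.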
An asterisk follows results filed as active; i = inactive; ? = inconclusive; · = not tested or not shown; & = joins results of further samples; [ ] = dose if it differs, or a comment. Unless noted, calls follow the shape of the dose curve; as a rule, active = well fitted curve in the direction sought with a large enough effect; inconclusive = small, poorly fitted or top-dose-only effect, or another doubt; inactive = no such curve, though single readings can be large; an effect the other way counts as inactive or inconclusive. The list is partial; count on the stated rates, not on these rows.

SMILES | PTHR1 agonist | GLP-1R inv ag | HEK293 tox | TDP43 rescue | Akt phos inh | aSyn yeast inh | MmCpn inh | FUS suppressor | Abeta rescue
CCN(CC)c1ccc(NC(=O)c2cccc(C)c2)cc1S(=O)(=O)Nc1ccccc1OC | -9% | ? | 4% | 1% | i | -48%[inhibitor] | 0% | · | 9%
Cc1ccc(-c2nnc(Nc3ccc(OC(F)(F)Cl)cc3)c3ccccc23)cc1S(=O)(=O)NC(C)(C)CO | -5% | ? | -29% | 15% | · | · | · | 13% | -1%
Cc1ccc(/C=C2\C(=O)NC(=S)N(c3ccccc3F)C2=O)s1 | -26% | ? | ? | -90%[inhibitor] | i | -66%[inhibitor] | -1% | · | -14%
CC(C)C12CN3CC(C(C)C)(CN(C1)C3c1cccnc1)C2=O (stereo unspecified) | i | -25% | 2% | -6% | -108%* | -1% | -1% | -27% | -9%
CCCCOc1ccc(CC2C(=O)N(C)C(=O)N(C)C2=O)cc1 | i | 7% | 13% | ? | i | 17% | -3% | 26% | 8%
COC(=O)C1=C(c2ccc(F)cc2F)C[C@@H]2CC[C@H]1N2C(=O)NC1Cc2ccccc2C1 | -18% | -28% | 9% | ? | i | -2% | 2% | 17% | 1%
CCOc1ccccc1NC(=O)N1CCC2(CC1)OCCO2 | -12% | 5% | 8% | -5% | i | -3% | 0% | · | -10%
Clc1cccc(CNCCc2ccc3c(c2)OCO3)c1 | i | -28% | -7% | -4% | i | 0% | 1% | 4% | -8%
COP(=O)(/C=C(\Cl)c1ccccc1)/C=C(\Cl)c1ccccc1 | i | ? | -12% | 9% | i | 0% | 1% | 9% | -7%
COC1=CC(=O)OC(/C=C/c2ccccc2)C1 (stereo unspecified) | -25% | 4% | 6% | ? | i | 0% | -1% | -8% | -12%
O=c1[nH]cc(F)c(=O)[nH]1 | i | ? | -1% | 0% | i | 9%&2% | -2% | -33% | -73%[inhibitor]
COC(=O)C1=C(c2cccc(NC(C)=O)c2)C[C@@H]2CC[C@H]1N2C | i | 13% | -1% | 14% | i | 1% | 2% | -20% | 1%

Results in PTHR1 agonist, for some of the entries so far:
SMILES	PTHR1 agonist
Cc1ccc(-c2nnc(Nc3ccc(OC(F)(F)Cl)cc3)c3ccccc23)cc1S(=O)(=O)NC(C)(C)CO	-5%
Cc1ccc(/C=C2\C(=O)NC(=S)N(c3ccccc3F)C2=O)s1	-26%

Further compounds.
SMILES | PTHR1 agonist | GLP-1R inv ag | HEK293 tox | TDP43 rescue | Akt phos inh | aSyn yeast inh | MmCpn inh | FUS suppressor | Abeta rescue
COc1ccc(OC)c(N=Cc2c(O)n(Cc3ccccc3)c(=S)[nH]c2=O)c1 | i | 12% | 0% | 3% | i | 0% | -3% | -17% | -5%
CCCCCP(=O)(O)c1ccccc1 | i | 0% | 3% | -5% | i | 1% | -16% | 10% | -13%
CCOC(=O)c1cccc(NC(=O)c2cnc(N3CCCCC3)c3ccccc23)c1 | -35%[inhibitor] | ? | 1% | 27% | · | · | · | -10% | 1%
COc1ccc(OC)c(NC2=NCCS2)c1 | i | 7% | 9% | 4% | i | 1% | 3% | -30% | 1%
O=C(O)CCn1cc(C=C2C(=O)NC(=O)NC2=O)c(-c2cc3ccccc3oc2=O)n1 | ? | 0% | 1% | 3% | i | -3% | -4% | 20% | -11%
O=C1/C(=C\c2cc3c(cc2Br)OCO3)N2CCC1CC2 | -32%[inhibitor] | ? | -20% | 3% | i | -5% | 2% | · | -11%
C[C@H](CO)N1C[C@H](C)[C@@H](CN(C)C(=O)Oc2ccccc2)OCc2cnnn2CCCC1=O | -14% | 15% | 10% | 0% | i | 0% | · | 8% | -4%
COc1ccccc1C1SCC(=O)Nc2c1c(C)nn2-c1cccc(C)c1 (stereo unspecified) | -12% | -18% | 0% | ? | · | · | · | 14% | 14%
O=c1[nH]c2ccccc2n1C1CCN(C(c2nnnn2C2CCCC2)C2CC2)CC1 (stereo unspecified) | -33%[inhibitor] | 15% | -7% | 23% | i | 8% | · | 8% | -2%
CN1C(=O)CN=C(c2ccc[nH]2)c2cc(Cl)ccc21 (tested in a mixture with another compound) | i | -3% | 2% | 2% | i | 1% | · | -17% | 2%
CN(C)c1ccc(CN2CC=C(c3ccc(F)cc3)CC2)cc1 | -3%[57.5 µM] | ? | -19% | -23% | i | 3% | -7% | 18% | -1%
CCC1(c2ccccc2)C(=O)N(C)C(=O)N(C)C1=O | i | 1% | 5% | -20% | i | 2% | · | -13% | -10%
Clc1ccccc1NC1=NCCCS1 | i | 23% | 1% | -1% | i | 0% | 0% | -6% | -8%
O=C(Nc1ccc(OC(F)(F)F)cc1)Oc1ccccc1N1CCCCC1 | -40%[inhibitor] | ? | -16% | 10% | i | -10% | 2% | -4% | -4%
Cc1ccc(C[n+]2c(-c3ccc(C)cc3)cc(-c3ccc(C)cc3)cc2-c2ccc(C)cc2)cc1 | -48% | ? | ? | ? | i | -32%[inhibitor] | -3% | 27% | -77%[inhibitor]
Cc1sc(NC(=O)c2ccccc2)c(C(c2ccc(Cl)cc2)N2CCN(CCO)CC2)c1C (stereo unspecified) | i | ? | ? | 8% | i | -13% | -2% | 22% | 20%
COC(=O)C1=C(c2ccc3ccccc3c2)C[C@@H]2CC[C@H]1N2C(=O)NCC1CC1 | i | -28% | -8% | 5% | i | 3% | 1% | 27% | 0%
CC(=O)c1cn(Cc2ccc(C#N)cc2)c2ccccc12 | -30%[inhibitor] | 18% | 1% | -11% | i | -6% | -1% | -11% | -2%
Cc1ccccc1-[n+]1c(-c2ccccc2)cc(-c2ccccc2)cc1-c1ccccc1 | -58%[inhibitor] | ? | -23% | -12% | i | -11% | 2% | -13% | -2%
COc1ccc(CNCCc2c[nH]c3ccccc23)c(OC)c1OC | -22% | ? | -15% | · | i | -4% | 0% | 9% | 9%
CCOP(=O)(OCC)C(NC(=O)c1cccc([N+](=O)[O-])c1)C(Cl)(Cl)Cl (stereo unspecified) | -30% | 8% | 14% | 1% | i | -1% | 2% | -8% | -2%
CCCCn1c(O)c(C(C)=NCc2ccco2)c(=O)[nH]c1=O | -3% | 11% | 9% | -1% | i | -12% | 2% | 17% | -9%
C/C=C1\NC(=O)[C@H](C)NC(=O)[C@@H](NC(=O)[C@H](Cc2ccc(O)cc2)NC(=O)[C@@H](NC(=O)/C(C)=C/C)C(C)C)[C@@H](C)OC(=O)[C@H](CCCc2ccc(O)cc2)NC(=O)[C@@H](CCC(=O)O)NC1=O | ? | 23% | -7% | 17% | i | 7% | · | 32% | 7%
O=C1NCCN2CCCC12 (stereo unspecified) | i | 6% | -7% | -3% | i | 3% | 1% | 13% | 3%
O=C(c1ccc(Cl)cc1)C1CCCN(Cc2cccc3cccnc23)C1 (stereo unspecified) | -21% | ? | ? | · | i | 4% | -1% | 9% | 2%
CN1CCN(C(=S)SCC(=O)Nc2ccc(Cl)cc2C(=O)c2ccccc2)CC1 | i | ? | ? | 3% | i | -9% | 0% | · | -2%
Cc1ccc(C(C)C)c(OCc2nn(CC(=O)c3ccc(OC(F)F)cc3)c3[n+]2CCCCC3)c1 | i | ? | ? | 22% | i | -16% | 3% | ? | 4%
Cn1c[n+](C)cc1C(O)c1ccccc1 (stereo unspecified) | i | -1%&0% | -3%&24% | -6%&-19% | i | -17%&1% | 0%&2% | 5%&-22% | -1%&-6%
CC12CN3CC(C)(CN(C1)C31CCSCC1)C2=O | i | -1% | 1% | 4% | i | 1% | -1% | -4% | 10%
COP(=O)(CC(=O)O)c1ccccc1 (stereo unspecified) | i | 0% | 2% | -11% | i | 2% | 0% | -1% | 2%
CCN1CCN(CC(=O)c2c(C)n(Cc3ccccc3)c3ccc(OC)cc23)CC1 | i | ? | ? | 6% | i | -5% | -2% | 33% | -7%
O=C(Nc1ccc(Oc2ccccc2)cc1)c1ccc(F)c(S(=O)(=O)N2CCN(c3cccc(Cl)c3)CC2)c1 | -30% | ? | -1% | -1% | · | · | · | 28% | -4%
CCCCS(=O)(=O)N1CCN(C(=N)N[N+](=O)[O-])CC1 | 14% | -20% | -1% | -22% | i | -1% | ? | 4% | -4%
NS(=O)(=O)c1ccc(-c2ccc(C=C3C(=O)NC(=O)NC3=O)o2)cc1 | -15% | 8% | 8% | 12% | i | 4% | -1% | 13% | 2%
CC(=O)C1(O)CCC2C3CCC4=C(Cl)C(=O)CCC4(C)C3CCC21C (stereo unspecified) | -10% | -1% | -5% | 11% | i | 10% | · | -8% | -21%
CCN(CC)c1ccc(N=Cc2c(O)n(Cc3ccco3)c(=O)[nH]c2=O)cc1 | -15% | 11% | 2% | -4% | i | 1% | -4% | -3% | -6%
O=[N+]([O-])c1cc(-c2nnc(Nc3ccccc3)c3ccccc23)ccc1N1CCOCC1 | -14% | ? | ? | 15% | i | ? | 0% | -4% | -3%
O=C1NC(=O)C2(C(=O)N1)C(c1ccc(F)cc1)NC(=S)NC2c1ccc(F)cc1 (stereo unspecified) | -14% | -2% | -3% | -20% | i | -5% | -1% | 30% | -15%
COC(=O)N1Cc2ccccc2-n2nncc2C1 | -12% | 11% | -1% | 1% | i | -11% | · | -12% | 1%
COc1ccc(C(=O)C2CCCN(Cc3ccccn3)C2)c(OC)c1 (stereo unspecified) | i | ? | -6% | -8% | i | -4% | -1% | -17% | -7%
